# Screening results: PubChem BioAssay, several laboratories
# STK33 kinase inh – blocks human STK33 kinase activity; Q9BYT3; purified STK33, MBP phosphorylation, ADP-Glo luminescence; inhibition, % at 10 µM; hit rate 0.073% among 320,000; AID 2661;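 active = inhibition at or above 25%, using the most active replicate where run in duplicate; inactive = inhibition below 25%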
# KCNQ2 block – KCNQ2 channel blockers in CHO-K1 cells – cell-based, FluxOR thallium flux, B-score, primary screen (AID 2156). O88943. 20 min; active compounds read low. B-score at 10 µM. hit rate 1.1% among 310,000;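 active = fluorescence ratio B-score at most minus 3 library SDs, with starting brightness B-score within 2 library SDs, cut at about -5.5 in these data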
# Target sequence (O88943 whole entry, looked up): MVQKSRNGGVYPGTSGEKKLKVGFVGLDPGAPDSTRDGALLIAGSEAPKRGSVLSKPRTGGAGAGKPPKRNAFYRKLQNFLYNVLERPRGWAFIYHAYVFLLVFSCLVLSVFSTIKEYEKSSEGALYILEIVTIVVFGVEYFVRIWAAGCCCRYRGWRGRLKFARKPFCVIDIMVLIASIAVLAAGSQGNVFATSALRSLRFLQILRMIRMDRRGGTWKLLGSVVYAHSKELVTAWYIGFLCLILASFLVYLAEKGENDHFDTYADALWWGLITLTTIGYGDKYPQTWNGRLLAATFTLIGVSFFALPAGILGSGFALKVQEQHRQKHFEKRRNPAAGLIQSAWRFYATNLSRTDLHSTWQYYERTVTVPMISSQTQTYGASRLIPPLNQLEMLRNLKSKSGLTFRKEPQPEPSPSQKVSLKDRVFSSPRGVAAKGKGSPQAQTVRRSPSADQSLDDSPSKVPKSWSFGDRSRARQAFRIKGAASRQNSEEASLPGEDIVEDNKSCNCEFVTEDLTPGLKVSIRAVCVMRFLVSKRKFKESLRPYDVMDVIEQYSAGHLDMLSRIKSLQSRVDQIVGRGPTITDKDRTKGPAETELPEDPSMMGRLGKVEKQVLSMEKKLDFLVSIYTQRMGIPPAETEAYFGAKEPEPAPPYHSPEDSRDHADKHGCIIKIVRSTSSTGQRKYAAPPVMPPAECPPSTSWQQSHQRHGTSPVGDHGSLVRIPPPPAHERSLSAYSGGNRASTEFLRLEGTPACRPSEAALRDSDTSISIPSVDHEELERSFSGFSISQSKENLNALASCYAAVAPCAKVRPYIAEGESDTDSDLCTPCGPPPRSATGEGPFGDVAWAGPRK
# OX1R antag – antagonists of human orexin 1 receptor (OX1R); hit rate 1.8% among 330,000; O43613; AID 485270; inhibition, % at 6.6 µM; OX1R-expressing cells, FRET antagonist read-out; in the data active = inhibition mostly above about 38%, no sharp cut-off; inactive = mostly below about 40%;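 note: 0% = agonist challenge alone and 100% = reference antagonist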
# Starred values were filed as active, the others as inactive; i = inactive; . = no result given. Not a hit list; overall some 2.7% were active at least once.
SMILES,STK33 kinase inh,KCNQ2 block,OX1R antag
COc1ccc(C2C(C#N)=C(/N=C/N3CCN(C)CC3)OC3=C2C(=O)CC(C)(C)C3)cc1OC (stereo not given),-1.6,i,0
CC1CCN(C(=O)CSc2nc3c(cnn3-c3ccc(Cl)cc3)c(=O)[nH]2)CC1,.,i,18
C=CCOc1ccc(/C=N/NC(=O)C(=O)Nc2ccccn2)cc1OC,0.6,i,22
COc1ccc(F)cc1S(=O)(=O)Nc1cccc(C(=O)O)c1,0.4,i,9
C=CCn1c(Sc2ccccc2)nc2c1c(=O)[nH]c(=O)n2C,0.0,i,34
CN(C)CCCNS(=O)(=O)c1ccc(N2CCC(c3ccc(Cl)cc3)=N2)cc1,-0.2,-5.9*,16
O=C(O)c1ccccc1-c1ccccc1C(=O)NNc1ccc([N+](=O)[O-])cc1,-1.2,i,6
CC(C)NC(=O)CN(C(=O)CCC(=O)Nc1nccs1)c1ccc(C(C)C)cc1,-0.8,i,18
CC1(C)Cc2nc3[nH]c(=S)[nH]c(=O)c3cc2CO1,0.1,i,7
Cc1ccc(OCCn2cc(C#N)c3ccccc32)cc1,-1.7,i,9
Cc1cc(=O)n2c(n1)NC(Nc1cccc(C)c1C)=NC2c1ccc(F)cc1 (stereo not given),-2.3,i,0
CCC(=O)n1nc(-c2ccc(OC)cc2)nc1N,-0.7,i,5
CCOc1ccc(-c2nnn(CC(=O)Nc3cc(OC)ccc3OC)n2)cc1OCC,-0.5,i,6
COc1cc(-c2c(C#N)c(N)nc3c2CCCC3)cc(OC)c1OC,-0.5,i,16
COC(=O)C(NC(=O)c1ccc(F)cc1)(Nc1nc(C)cs1)C(F)(F)F (stereo not given),-1.6,i,12

# Complete entries from above. Order of values: STK33 kinase inh	KCNQ2 block	OX1R antag
# Cc1cc(=O)n2c(n1)NC(Nc1cccc(C)c1C)=NC2c1ccc(F)cc1 (stereo not given) reads -2.3	i	0
# O=C(O)c1ccccc1-c1ccccc1C(=O)NNc1ccc([N+](=O)[O-])cc1 reads -1.2	i	6
# Cc1ccc(OCCn2cc(C#N)c3ccccc32)cc1 reads -1.7	i	9
# CCC(=O)n1nc(-c2ccc(OC)cc2)nc1N reads -0.7	i	5
# COc1ccc(C2C(C#N)=C(/N=C/N3CCN(C)CC3)OC3=C2C(=O)CC(C)(C)C3)cc1OC (stereo not given) reads -1.6	i	0

# Further entries:
SMILES,STK33 kinase inh,KCNQ2 block,OX1R antag
COc1ccc([N+](=O)[O-])cc1N(CC(O)CN1C(=O)NC(C)(C)C1=O)S(=O)(=O)c1ccccc1 (stereo not given),-0.8,i,46
Cn1cc(C(=O)N2CCc3ccccc3C2)c(=O)c2cc(S(=O)(=O)N3CCCCC3)ccc21,-0.8,i,11
COc1cc2c(cc1OC)C1(CCCC1)CNC2c1cccc([N+](=O)[O-])c1 (stereo not given),-0.4,i,17
Cc1cccc(/N=C/C2=C(O)CC(C)(C)CC2=O)n1,-0.9,i,13
CC1(C2CC2)NC(=O)N(CC(=O)NCC(=O)Nc2ccc(F)c(F)c2F)C1=O (stereo not given),0.0,.,2
C[C@H](NC(=O)c1nc[nH]c1C(=O)NCc1ccccc1)C(=O)OC(C)(C)C,2.1,i,11
O=C(NCCC(=O)N1CCCCC1)c1ccc(Br)cc1,-1.0,i,9
CCN(CC)C(=O)Cn1cnc2sc(C(=O)N3CCN(c4ccc(OC)cc4)CC3)c(C)c2c1=O,-1.7,i,15
CCOC(=O)N1CCC(NCCNC(=O)c2ccc(F)cc2)CC1,1.8,.,8
O=C(/C=C/c1ccco1)N(Cc1ccc(F)cc1)C1CCS(=O)(=O)C1 (stereo not given),0.6,i,14
O=C(O)CCC(NC(=O)c1cncc(O)c1)C(=O)O (stereo not given),-0.9,i,9
COCCn1nnnc1C(c1cc2ccc(OC)cc2[nH]c1=O)N1CCc2ccccc2C1 (stereo not given),0.4,i,36
Cc1nnnn1/C(=C\c1ccccc1)C(=O)OCC(=O)N(C)C1CCS(=O)(=O)C1 (stereo not given),-0.8,i,16
O=C(CSc1nnc(NC(=O)C2CC2)s1)Nc1ccc(F)cc1F,-0.3,i,28
Cc1ccc2nc(-c3ccc(O)c(O)c3)cn2c1,18,i,-7
C#CCOc1ccc(C2C3=C(CC(C)(C)CC3=O)N(CC(=O)O)C3=C2C(=O)CC(C)(C)C3)cc1OC,-1.4,i,23
O=C(O)CN=CC1=C(O)CC(c2ccccc2)CC1=O (stereo not given),-0.2,i,17
Cc1cc(C(=O)NCc2ccc(S(N)(=O)=O)cc2)cs1,-1.9,i,21
C/C(=N\Nc1nc(-c2ccccc2)cs1)c1cccs1,-0.5,i,8
O=C(O)Cc1cn(-c2ccccc2)nc1-c1ccccc1,-0.1,i,16
Cc1nn(CC(=O)NCCCN2CCCCC2)c(=O)c2cccn12,1.3,i,7
COC(=O)c1ccc(C2/C(=C(/O)c3ccc(OC)cc3)C(=O)C(=O)N2CC2CCCO2)cc1 (stereo not given),-0.7,i,10
CCc1cccc(C)c1NC(=S)NCC(c1cccnc1)N1CCOCC1 (stereo not given),-0.4,i,3
COc1cccc(CN2CCNC(=O)C2CC(=O)NCCN2CCCCC2=O)c1 (stereo not given),.,i,19
O=C(NCc1cccnc1)C(=O)NCC1OCCCN1S(=O)(=O)c1ccccc1 (stereo not given),0.4,i,0
COc1ccc2ccccc2c1/C=N/NC(=S)Nc1cc(S(=O)(=O)N2CCOCC2)ccc1N1CCOCC1,-1.2,i,13
COC(=O)c1cc(COc2ccc3c4c(c(=O)oc3c2)CCC4)c(C)o1,.,i,13
Cc1cc(C)c2cc(C#N)c(NCCOC(=O)c3ccccc3C)nc2c1,-1.9,i,36*
CNC(=O)c1cc(C(=O)c2ccc(Cl)cc2)c[nH]1,-0.1,i,3
Cc1cc(OCC(=O)N2CCC(C(N)=O)CC2)c2c(C)c(C)c(=O)oc2c1,0.0,i,21

# Part of the list above, showing only STK33 kinase inh and OX1R antag.
SMILES,STK33 kinase inh,OX1R antag
O=C(NCc1cccnc1)C(=O)NCC1OCCCN1S(=O)(=O)c1ccccc1 (stereo not given),0.4,0
COc1ccc2ccccc2c1/C=N/NC(=S)Nc1cc(S(=O)(=O)N2CCOCC2)ccc1N1CCOCC1,-1.2,13

# (next part)
SMILES,STK33 kinase inh,KCNQ2 block,OX1R antag
N#CCOC(=O)[C@H](Cc1ccccc1)N1C(=O)c2ccccc2C1=O,-1.8,i,11
CC1=CC(C)(C)[N+](C)=CN1c1ccccc1,4.5,i,24
O=C(Nc1ccc(-c2nc3cc(NC(=O)c4cccs4)ccc3o2)cc1)c1cccs1,0.5,i,11
COc1cc(C2c3c(oc4ccccc4c3=O)C(=O)N2c2nccs2)ccc1O (stereo not given),0.8,i,26
CCOc1ccc(Cl)cc1/C=N/NC(=O)c1ccccc1,-4.9,i,18
O=S(=O)(NCc1ccc2c(c1)OCO2)c1ccc(F)c(F)c1,-1.9,i,8
Cc1[nH]c(C(=O)N/N=C/c2ccc(N(C)C)cc2)c(C)c1C(=O)N/N=C/c1ccc(N(C)C)cc1,0.1,i,14
Cc1cccc(-n2c(C)cc(C=C3C(=O)c4ccccc4C3=O)c2C)c1,2.3,i,21
CC1(c2ccccc2Cl)NC(=O)N(CC(=O)N2CCN(S(=O)(=O)c3ccccc3)CC2)C1=O (stereo not given),0.9,i,12
COC(=O)c1cn(-c2ccccc2)nc1-c1ccc(OC)cc1,-2.2,i,15
COc1cc(CC(=O)OCc2cccc([N+](=O)[O-])c2)cc(OC)c1OC,0.7,i,16
S=C(c1ccc(OCc2ccccc2)cc1)N1CCCC1,0.5,i,17
C=CCc1ccc(OCCCOc2ccc(C)c(C)c2)c(OC)c1,-0.7,i,3
COCCNCCCOc1ccc(Br)cc1Cl,0.9,i,16
CCOC(=O)C1(C)NC(c2cc(OC)c(OC)c(OC)c2)C2C(=O)N(CC)C(=O)C21 (stereo not given),-1.1,i,5
S=C(c1ccccc1)N1CCCc2ccccc21,0.6,i,9
O=C(NCc1cccc2[nH]ccc12)C1CCC(=O)N(CCc2ccccc2)C1 (stereo not given),0.2,i,7
CCNc1nc2c(c(=O)[nH]c(=O)n2C)n1CCCc1ccccc1,-3.5,i,5
O=C(Cc1c(Cl)cccc1Cl)Nc1cccc(S(=O)(=O)N2CCOCC2)c1,0.7,i,23
COC(=O)c1cc2ccsc2n1Cc1nc(-c2cccc(Cl)c2)oc1C,-1.5,i,8
COc1ccc(O)c(/C=N/NC(=O)c2ccc(N3CCCC3=O)cc2)c1,-0.2,i,46
CCN(CC)S(=O)(=O)c1ccc2c(c1)c(=O)c(C(=O)NCc1cccs1)cn2C,0.6,i,5
COc1ccccc1OCC(=O)Nc1cc(S(=O)(=O)N2CCCCC2)ccc1N1CCCCC1,5.4,i,12
COc1cc2c(cc1OC)C(c1cccc([N+](=O)[O-])c1)NC(=O)C2 (stereo not given),1.2,i,17
COc1ccc(NC(=O)CSc2ccccn2)c([N+](=O)[O-])c1,-0.7,i,52
CCNC(=S)NNC(=O)c1ccc(S(=O)(=O)NCc2ccco2)cc1,-0.7,.,14
CCN1CCCc2cc(CN(CCN3CCOCC3)C(=O)Nc3ccc(C)c(C)c3)ccc21,-0.4,i,12
NC(=O)Nc1ccc(F)cc1,-0.9,i,9
CCN1CCCC1CNS(=O)(=O)c1cc(Br)cc2c1N(C(=O)C1CC1)CC2 (stereo not given),-4.3,i,2
Cc1ccc(C(=O)Nc2cccc(C(=O)O)c2)cc1S(=O)(=O)N1CCCCC1,-0.1,.,-6
CCOC(=O)C1=C(c2ccccc2)Nc2ncnn2C1c1cc(OC)cc(OC)c1OC (stereo not given),-1.8,i,16
O=C1CN2NC(=S)N(c3ccccc3)C2=CN1c1ccc(Cl)cc1,-2.4,i,12
CNC(=O)C(Sc1nc(C)nc2c1oc1ccccc12)C(C)=O (stereo not given),0.6,i,10
CC(C)C[C@H]1COCCS(=O)(=O)N1Cc1ccc(Cl)c(Cl)c1,-0.8,i,16
CNc1nc(C)nc(-n2nc(C)cc2C)n1,1.6,i,16
CC(C)Oc1ccc(CNC(=O)c2ccc3c(c2)N(C)CCS3)cc1,-1.6,i,6
O=C(c1ccc2oc(Cc3ccc(Cl)cc3)nc2c1)N1CC[C@H](O)C1,-1.1,i,12
C=CCNc1sc(C(=O)c2cccs2)c(N)c1C#N,1.0,i,37
Cc1cc(C)nc(N/C(=N\S(=O)(=O)Cc2ccccc2)Nc2ccccc2Br)n1,-0.6,i,20
Nc1ccccc1SCCS(=O)(=O)c1ccc(Cl)cc1,-0.2,i,-8
CCOC(=O)C1=C(C)NC(C)=C(C(=O)OCC)C1C(=O)OCC(=O)N(C)Cc1ccccc1,-1.3,.,7
c1csc(-c2nnsc2-c2nc3ccccc3[nH]2)c1,0.3,i,20
Cc1oc2cc3oc(=O)c(CC(=O)N[C@@H](C)C(=O)NC(Cc4ccc(Cl)cc4)C(=O)O)c(C)c3cc2c1C (stereo not given in full),2.4,i,17
CC(=O)c1c(NCCc2ccccc2)nc(=S)n(-c2ccccc2)c1C,-1.5,i,4
Cc1cc(C)c2sc(N(CCN(C)C)C(=O)CCS(=O)(=O)c3ccccc3)nc2c1,-1.0,i,12

# An excerpt from above in order of their number in STK33 kinase inh, low to high:
mol	STK33 kinase inh
O=C1CN2NC(=S)N(c3ccccc3)C2=CN1c1ccc(Cl)cc1	-2.4
CC(C)Oc1ccc(CNC(=O)c2ccc3c(c2)N(C)CCS3)cc1	-1.6
CC(C)C[C@H]1COCCS(=O)(=O)N1Cc1ccc(Cl)c(Cl)c1	-0.8
Cc1cc(C)nc(N/C(=N\S(=O)(=O)Cc2ccccc2)Nc2ccccc2Br)n1	-0.6
CNc1nc(C)nc(-n2nc(C)cc2C)n1	1.6
Cc1oc2cc3oc(=O)c(CC(=O)N[C@@H](C)C(=O)NC(Cc4ccc(Cl)cc4)C(=O)O)c(C)c3cc2c1C (stereo not given in full)	2.4

# Further results
SMILES,STK33 kinase inh,KCNQ2 block,OX1R antag
O=C(CSc1nnc(CNC(=O)c2ccco2)o1)Nc1ccccc1,-1.6,i,3
Cc1ccc(S(=O)(=O)N2CCN(CC(=O)NC(=O)NCc3ccco3)CC2)cc1C,0.4,i,3
COc1cccc(C(=O)NNS(=O)(=O)c2ccc(C)cc2)c1,-1.9,i,10
CCOC(=O)C1=NN(N=O)C2(CC(=O)N(c3cc(C)cc(C)c3)C2=O)C1 (stereo not given),-0.4,i,13
CCN[C@H]1CN(CCCOC)S(=O)(=O)c2sc(S(N)(=O)=O)cc21,-1.6,.,17
Cc1cccc(C)c1NC(=O)C(NC=O)c1ccc(Cl)cc1 (stereo not given),-1.9,i,19
O=C(N/N=C/c1ccc(Cl)c([N+](=O)[O-])c1)C1CC1,-0.6,i,59*
C=CCC(O)(CCN1CCCCC1)c1ccccc1 (stereo not given),-1.7,i,15
Cc1ccc(NC(=O)C(=O)NCc2ccco2)c(C)c1,0.2,i,6
O=C(O)c1ccc(COc2ccc(Cl)cc2)o1,-3.4,i,12
CCOC(=O)c1nn(-c2ccccc2)c(C#N)c1NC(=O)c1nn(CC)cc1Br,-0.7,i,18
CN1CCC2(CC1)NC(=O)NC2=O,0.0,i,1
Cc1onc(-c2c(F)cccc2Cl)c1C(=O)N1CCCc2ccccc21,-0.3,i,62
O=C(/C=C/c1cccc(Cl)c1)N1CCC(Cc2ccccc2)CC1,-1.8,-11*,25
COc1ccc(S(=O)(=O)N(CC(=O)NCc2ccco2)c2ccccc2)cc1OC,-0.5,i,20
N#Cc1ccc(C(=O)Nc2nnc(-c3ccco3)o2)cc1,-1.3,i,9
O=C1NN(c2ccc(Br)cc2)C(=O)/C1=C\c1ccc(O)cc1O,0.8,i,6
CCOC(=O)C1(C)C=C(Nc2ccc(O)cc2)C(=O)N1c1ccc(O)cc1 (stereo not given),-0.6,i,22
Cc1cc(C)c(C(=O)CSc2nnc(N)s2)c(C)c1,-5.7,i,17
